NR2E3 ag-1 – NR2E3 (human) agonism; AID 2300; GST-NR2E3/biotin-RetCOR TR-FRET, 1536-well; Q9Y5X4; inhibition of corepressor binding, % at 4.78 µM; actives 0.12% (n = 320,000);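 active = percent inhibition above the cutoff of mean plus 3 SD of all tested compounds, set per screening campaign, cut at about 20% in these data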;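 also: 0% = DMSO wells and 100% = biotin wells as full block of FRET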
Target sequence (Q9Y5X4 whole entry, looked up): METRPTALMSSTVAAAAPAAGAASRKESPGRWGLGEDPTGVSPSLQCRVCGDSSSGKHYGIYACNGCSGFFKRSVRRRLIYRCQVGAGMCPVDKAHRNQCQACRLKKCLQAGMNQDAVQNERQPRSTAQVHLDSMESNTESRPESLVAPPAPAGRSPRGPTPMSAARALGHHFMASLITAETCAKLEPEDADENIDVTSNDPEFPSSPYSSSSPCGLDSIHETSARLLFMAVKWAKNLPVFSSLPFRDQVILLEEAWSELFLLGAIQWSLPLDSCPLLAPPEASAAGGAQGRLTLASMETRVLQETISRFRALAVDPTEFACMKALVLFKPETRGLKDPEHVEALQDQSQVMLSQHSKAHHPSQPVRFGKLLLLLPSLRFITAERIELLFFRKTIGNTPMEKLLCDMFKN
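System: GST-tagged NR2E3 plus biotinylated RetCOR corepressor; Amount: 1.35 nM GST-tagged NR2E3 final; Dosing: single nominal compound dose of 4.8 µM; Schedule: 5 h incubation at 4 °C; Technique: TR-FRET with europium anti-GST and streptavidin-D2, 340 nm excitation; Controls: biotin wells as high control, 0.6% DMSO wells as low control.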
KKLEB cytotox – counter-screen for CF NF-kB inhibitors: cytotoxicity | KKLEB CF airway cells viability, ATPlite luminescence, overnight; hits give low values; cells stimulated with P. aeruginosa culture filtrate | actives 0.36% (n = 360,000) | AID 602141 | activity change (cytotoxicity), % at 5 µM;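 active = corrected activity change at or below -50% at 5 µM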
HIF-2a inh – blocks HIF-2a reporter activity. 786-0 RCC cells HIF-2a reporter, luciferase luminescence, overnight. inhibition, % at 18.8 µM. actives 0.72% (n = 360,000). AID 624352;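 active = inhibition of the luminescence signal of 40% or more relative to plate controls, in a single-dose primary screen at 18.75 µM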
Shn3 3UTR inh – reduces Shn3 3'UTR luciferase signal in osteoblasts. inhibition, % at 12.5 µM. Clone20 osteoblast Shn3 3'UTR firefly luciferase, 24 h. actives 0.52% (n = 360,000);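 active = mean inhibition of at least 75% with every replicate also reaching 75%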;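 also: 0% = median of neutral control wells and 100% = pilot-screen positive control compound; some compounds past the cut are filed as inactive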
CF NFkB block – inhibitors of cystic fibrosis induced NF-kB; inhibition, % at 5 µM; actives 0.86% (n = 360,000); KKLEB NF-kB-GFP reporter, PAF-induced, GFP fluorescence overnight;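 active = at least 50% inhibition at 5 µM, scaled per plate between neutral and stimulator controls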;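 also: PAF is a Pseudomonas aeruginosa culture filtrate used as stimulus; plate controls were PAF-stimulated DMSO wells for no effect and unstimulated DMSO wells for full effect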
NR2E3 ag-2 – agonists of human NR2E3 nuclear receptor | Q9Y5X4 | actives 0.35% (n = 360,000) | inhibition of corepressor binding, % at 3.98 µM | AID 602229 | CHO-S Gal4-NCOR/VP16-NR2E3 two-hybrid, luciferase;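 active = inhibition above the mean of all tested compounds plus 3 SD, cut at about 70% in these data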;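 also: 0% = DMSO with NR2E3 transfected cells and 100% = cells lacking NR2E3 construct; higher means lower luciferase signal from less NR2E3 corepressor binding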
CaV13 FRET inh – Primary screen for inhibitors of IQ motif and Ca2+-dependent inactivation inhibitor domain binding in CACNA1D, Förster resonance energy transfer in living cells, …; HEK cells, CFP/YFP FRET ICDI-IQ, plate reader, 10 min; percent FRET-ratio fall versus neutral wells; inhibition, % at 12.3 µM; actives 0.098% (n = 340,000); AID 743397;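 active = mean replicate inhibition of at least 30% and at least 1% of replicates passing that level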;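 also: 0% = median of the neutral control wells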
Vif inh – blocks HIV Vif function; HEK293T cells, Vif self-association by quenched fluorescence, imaging, 24 h; inhibition, % at 7.49 µM; actives 0.35% (n = 340,000); AID 602346; in the data active = inhibition above about 50%, passing the limit was not always enough; also: some results filed as inactive read as strong as hits
TRPM1 prom inh – inhibitors of MITF-driven TRPM1 promoter in melanoma cells; SK-MEL-5 TRPM1 promoter luciferase, 24 h; inhibition, % at 12.5 µM; actives 0.83% (n = 330,000); AID 488899;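 active = mean inhibition across replicates of 60% or more, whatever share of single replicates reaches that level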; also: values of inactives mirror those of a sister screen read the other way
PDI turbidity – PDI (human) enzyme inhibition; PDI insulin aggregation turbidity, A650, 90 min; inhibition, % at 10 µM; actives 0.052% (n = 350,000);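 active = mean inhibition across replicates of 30% or more, whatever share of single replicates reach that level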;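 also: absorbance from insulin aggregation driven by PDI reduction with DTT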
Target sequence (P07237 whole entry, looked up): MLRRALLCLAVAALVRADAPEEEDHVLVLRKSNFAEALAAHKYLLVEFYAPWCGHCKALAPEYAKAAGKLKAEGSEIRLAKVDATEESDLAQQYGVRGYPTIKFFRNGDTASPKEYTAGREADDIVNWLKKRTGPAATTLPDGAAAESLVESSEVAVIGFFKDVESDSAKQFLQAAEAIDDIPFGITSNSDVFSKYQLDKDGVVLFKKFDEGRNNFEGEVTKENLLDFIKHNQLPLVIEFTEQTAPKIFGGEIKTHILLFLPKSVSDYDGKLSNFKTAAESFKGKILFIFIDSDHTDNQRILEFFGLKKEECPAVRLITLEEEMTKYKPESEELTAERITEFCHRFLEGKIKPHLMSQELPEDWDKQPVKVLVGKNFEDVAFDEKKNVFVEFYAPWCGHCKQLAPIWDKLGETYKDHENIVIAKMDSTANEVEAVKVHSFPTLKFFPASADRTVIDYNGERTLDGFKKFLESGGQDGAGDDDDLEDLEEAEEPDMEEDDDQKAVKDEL
Peg3 promoter – inhibitors of Peg3 promoter | inhibition, % at 20 µM | HeLa PEG-Prom luciferase reporter, luminescence, overnight | actives 1.7% (n = 360,000);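 active = inhibition of at least 50% at 20 µM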
* = called active by the depositor; . = not tested or not shown.

#1 COc1ccc(CCN2C(=NC(=O)CCC(=O)O)SC3CS(=O)(=O)CC32)cc1OC (stereo unspecified)
#2 CCOC(=O)c1[nH]c(COC(=O)CCOc2ccccc2OC)c(C(=O)OCC)c1C
#3 COc1ccc(S(=O)(=O)Nc2cccc3c2O[C@H](CN(C)C(=O)NC(C)C)[C@@H](C)CN([C@H](C)CO)C3=O)cc1
#4 COC(=O)c1ccc(NC(=O)C(=O)N2CCN(C(=S)Nc3ccc(C)cc3)CC2)cc1
#5 O=C(Nc1ccccc1Cl)c1cc(C2CCCN(C(=O)C3CCCCC3)C2)on1 (stereo unspecified)
#6 CC(C)Cc1nnc(NS(=O)(=O)c2ccc([N+](=O)[O-])cc2)s1
#7 Cc1nn(S(=O)(=O)c2ccccc2)c(C)c1S(=O)(=O)N1CCOCC1
#8 O=C(NCCC(=O)N1CCN(S(=O)(=O)c2ccccc2)CC1)c1ccc(Br)cc1
Screen / compound no. | 1 | 2 | 3 | 4 | 5 | 6 | 7 | 8
NR2E3 ag-1 | 0 | 4 | . | -1 | . | -1 | 1 | 3
KKLEB cytotox | -8 | -17 | 0 | -4 | -17 | 24 | -8 | -9
HIF-2a inh | -2 | -9 | 19 | 23 | -54 | 5 | 12 | 1
Shn3 3UTR inh | 1 | 0 | -7 | 23 | 19 | -3 | 5 | -4
CF NFkB block | -5 | -4 | -8 | 1 | 13 | -27 | -29 | 0
NR2E3 ag-2 | -13 | -3 | 10 | -10 | -20 | 18 | 31 | 15
CaV13 FRET inh | -4 | -5 | -10 | -2 | -9 | -5 | -5 | -6
Vif inh | 6 | -3 | -5 | 0 | 6 | -5 | 7 | 5
TRPM1 prom inh | 5 | -6 | -7 | 2 | . | 4 | 13 | 1
PDI turbidity | 1 | -2 | -2 | -3 | -1 | -5 | 7 | 2
Peg3 promoter | 11 | 10 | -13 | 1 | -23 | 31 | -2 | -13

#9 CCc1nc2ccc(C(=O)NCCCN3CCCC3=O)cn2c1N(C)C(=O)Nc1ccccc1OC
#10 Cn1cnc(S(=O)(=O)Nc2cc(-c3ccc(Cl)cc3)nn2C)c1
#11 CCC(=O)N1CCc2cc(S(=O)(=O)CCC(=O)O)ccc21
#12 CC(C)(C)C(=O)CSc1nccc(=O)[nH]1
#13 CCOc1ccc(S(=O)(=O)Nc2ccc(C(=O)N/N=C/c3c(C)nn(-c4ccccc4)c3N3CCCC3)cc2)cc1
#14 NNc1nnc2c3cc(F)ccc3n(Cc3ccccc3)c2n1
#15 Cc1cccc(C2c3[nH]c4ccccc4c3CCN2C(=O)c2cc(C(C)C)nc(N)n2)n1 (stereo unspecified)
#16 ON=C1c2ccccc2-c2ccc(F)cc21
Screen / compound no. | 9 | 10 | 11 | 12 | 13 | 14 | 15 | 16
NR2E3 ag-1 | . | 2 | -3 | 0 | 1 | 2 | -5 | .
KKLEB cytotox | -9 | 2 | 3 | -20 | 6 | -6 | 12 | 12
HIF-2a inh | -7 | 20 | 6 | 16 | 18 | 13 | 18 | -41
Shn3 3UTR inh | 4 | -4 | -5 | 15 | -45 | -6 | 12 | -26
CF NFkB block | 11 | 10 | 10 | -10 | 8 | 6 | 16 | 17
NR2E3 ag-2 | -8 | -22 | -39 | -23 | -26 | -28 | 4 | -73
CaV13 FRET inh | -5 | -2 | 0 | -9 | -16 | -4 | -19 | -6
Vif inh | 1 | -9 | 3 | -2 | -4 | -16 | 0 | -14
TRPM1 prom inh | . | . | -4 | 9 | 3 | 1 | 27 | -11
PDI turbidity | 7 | -5 | -7 | 5 | 4 | 1 | 5 | 0
Peg3 promoter | -10 | 5 | 3 | 16 | 13 | 11 | 10 | -114

#17 C[C@H](CCC(=O)O)[C@H]1CC[C@H]2[C@@H]3CC[C@@H]4C[C@H](O)CC[C@]4(C)[C@H]3CC[C@]12C
#18 CC1CCCCN1CCNC(=O)C1CCN(S(=O)(=O)N2CCCCC2)CC1 (stereo unspecified)
#19 Cc1cc2c(OCC(O)CN3CCCC3)cccc2[nH]1 (stereo unspecified)
#20 Cc1ccc2c(c1)C(=O)CCCCC(=O)N2
#21 CC1=CC(C)(C)N(S(=O)(=O)c2ccc(C)cc2)c2cc(C)ccc21
#22 CC(NS(=O)(=O)c1ccc(Cl)c(Cl)c1)C(=O)Nc1cccnc1 (stereo unspecified)
#23 O=C(CCc1ccccc1)n1nc(-c2ccccc2)nc1NCc1ccco1
#24 C/C(=N\NC(=O)CNc1cccc(Cl)c1C)C1CC1
Screen / compound no. | 17 | 18 | 19 | 20 | 21 | 22 | 23 | 24
NR2E3 ag-1 | -2 | -4 | -3 | 2 | 6 | . | 4 | 4
KKLEB cytotox | 8 | 3 | 6 | 21 | -29 | -14 | 1 | 9
HIF-2a inh | 14 | 19 | 13 | 17 | 6 | 23 | -80 | 7
Shn3 3UTR inh | 14 | -8 | -17 | . | 25 | 2 | -38 | -1
CF NFkB block | 2 | 0 | -2 | -14 | 51* | 7 | -3 | -5
NR2E3 ag-2 | -5 | 13 | 15 | 6 | 35 | -13 | -13 | 17
CaV13 FRET inh | . | . | -4 | -6 | . | -2 | -7 | 1
Vif inh | 2 | -2 | 22 | 0 | 2 | -2 | -5 | 5
TRPM1 prom inh | 6 | -2 | -4 | -3 | 36 | -1 | -26 | 7
PDI turbidity | . | -4 | 1 | 3 | 10 | -4 | -1 | 0
Peg3 promoter | 2 | 4 | -4 | 6 | 31 | 12 | -87 | 2

#25 CC1CCC(NC(=O)Cn2c(=O)oc3ccccc32)CC1 (stereo unspecified)
#26 O=C(N/N=C/c1ccc(Br)o1)c1cccnc1
#27 O=C1CSC(c2ccccn2)N1Cc1cn2ccccc2n1 (stereo unspecified)
#28 CN(C)CCCN(C(=O)c1cc(-c2cccs2)nc2ccccc12)c1nc2ccc(F)cc2s1
#29 OCCC1CN(Cc2cccc3c2OCO3)CCN1Cc1ccccc1 (stereo unspecified)
#30 CS(=O)(=O)c1ccc2nc(NC(=O)c3ccc(N4CCCC4=O)cc3)sc2c1
#31 CCOc1ccc(NC(=O)CN(Cc2ccccc2)S(C)(=O)=O)cc1
#32 Cc1ccc(CNC(=S)N2CCOCC2)cc1
Screen / compound no. | 25 | 26 | 27 | 28 | 29 | 30 | 31 | 32
NR2E3 ag-1 | -1 | -3 | -2 | 1 | 3 | 1 | 2 | 1
KKLEB cytotox | 11 | -2 | 15 | -34 | 10 | -8 | 4 | -4
HIF-2a inh | -14 | 15 | 6 | -13 | 11 | 11 | 19 | 10
Shn3 3UTR inh | -8 | 7 | -7 | 8 | 2 | 3 | -6 | 6
CF NFkB block | -9 | -1 | -10 | 43 | -20 | 8 | -12 | 1
NR2E3 ag-2 | -49 | 3 | -20 | -6 | -14 | -25 | -5 | -16
CaV13 FRET inh | -3 | -3 | -2 | . | -4 | -5 | 1 | -8
Vif inh | -2 | 11 | 7 | 4 | -4 | 8 | -14 | -2
TRPM1 prom inh | -7 | -3 | 2 | 87* | -1 | -6 | -2 | -5
PDI turbidity | 0 | -10 | -2 | -4 | 2 | -3 | 4 | -1
Peg3 promoter | -41 | 5 | 8 | 112* | 5 | 6 | 17 | 9

#33 Cc1ccc(-c2[nH]c(=S)[nH]c(=O)c2C#N)cc1
#34 O=C(NCCc1ccccc1)C1CCN(S(=O)(=O)N2CCC3(CC2)OCCO3)CC1
#35 CCOc1ccc(NC(=O)CN(C)C(=O)c2cc(S(=O)(=O)N(C)C)ccc2N2CCCC2)cc1OCC
#36 COc1ccc(CNCC(O)(c2ccccc2)c2ccc(F)cc2)cc1 (stereo unspecified)
#37 CCCCCN(C(=O)CCC(=O)OCC(=O)c1ccc(F)c(F)c1)c1c(N)n(CCCC)c(=O)[nH]c1=O
#38 Cc1cccc(CSc2nnc(C)c(=O)n2N)c1
#39 Cc1ccc(NC(=S)NC(NC(=O)c2ccccc2)C(Cl)(Cl)Cl)c(C)c1 (stereo unspecified)
#40 Cc1nn(CC(=O)Nc2cccc(C(F)(F)F)c2)c(=O)c2cccn12
Screen / compound no. | 33 | 34 | 35 | 36 | 37 | 38 | 39 | 40
NR2E3 ag-1 | 3 | -3 | 4 | -4 | 1 | -1 | -1 | -1
KKLEB cytotox | 3 | -8 | -5 | -18 | 2 | 9 | 19 | -4
HIF-2a inh | 12 | -2 | 3 | 0 | -2 | 7 | 31 | 4
Shn3 3UTR inh | -18 | -3 | 11 | 4 | -24 | -3 | 1 | -10
CF NFkB block | -7 | -6 | 19 | 1 | 4 | 0 | -1 | -10
NR2E3 ag-2 | 14 | -27 | 7 | -17 | 2 | -6 | 20 | -12
CaV13 FRET inh | -3 | -5 | -3 | -4 | . | -5 | -10 | -7
Vif inh | 24 | 4 | 9 | -9 | 1 | 1 | -5 | -4
TRPM1 prom inh | -13 | 5 | 0 | 1 | 3 | 5 | 0 | -3
PDI turbidity | -5 | -1 | -3 | -2 | 1 | 6 | 1 | -7
Peg3 promoter | -2 | 10 | 4 | -11 | 0 | 1 | 35 | 2

#41 O=C(O)C1CCCCC1C(=O)Nc1ccc2c(c1)OCO2 (stereo unspecified)
#42 N/C(=N\OC(=O)c1ccc(Cl)cc1)c1ccn[nH]1
#43 CCOC(=O)c1sc(Nc2nc(C)cc(C)n2)nc1C
#44 COc1cccc(NC(=O)CN(C)C(=O)c2cc3c(s2)CCCCC3)c1
Screen / compound no. | 41 | 42 | 43 | 44
NR2E3 ag-1 | -5 | 1 | 3 | 1
KKLEB cytotox | 3 | -14 | 7 | -2
HIF-2a inh | -7 | -46 | -26 | -35
Shn3 3UTR inh | -12 | -31 | 10 | 1
CF NFkB block | 11 | -3 | -12 | 12
NR2E3 ag-2 | -70 | -132 | 14 | 14
CaV13 FRET inh | -3 | . | -5 | -2
Vif inh | -2 | 0 | -6 | 2
TRPM1 prom inh | 3 | -78 | 33 | 5
PDI turbidity | -8 | 8 | -7 | 2
Peg3 promoter | 3 | -215 | 9 | -34

Compound activity from PubChem BioAssay.
